Screening results (PubChem)
TbMetRS inhib: blocks T. brucei methionyl-tRNA synthetase activity. inhibition, % at 11.9 µM. AID 624268. purified T. brucei MetRS, ATP depletion, Kinase-Glo luminescence. 360,000 compounds, 0.4% hits;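 active means inhibition above a per-plate cutoff of the control wells' mean inhibition plus 3 SD, cut at about 5.5% in these data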;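 further: 0% = DMSO wells median and 100% = median of wells with control inhibitor compound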
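Measured by: Kinase-Glo luciferase luminescence reporting remaining unconsumed ATP. Material: purified T. brucei MetRS enzyme. Doses: 11.9 µM compound single dose, 0.9% DMSO. Medium: HEPES buffer containing pyrophosphatase, BSA, spermine, DTT. Times: 15 min preincubation, 2 h reaction, all 25 °C. Reagent: methionine, ATP and bulk E. coli tRNA.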
LMPTP block: LMPTP (human) inhibition; P24666; recombinant LMPTP-A, OMFP fluorogenic substrate, fluorescence intensity; inhibition, % at 20 µM; 360,000 compounds, 0.22% hits;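 active means compounds that cut the enzyme signal by at least half of the control window in the single-dose screen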;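 further: plate controls were DMSO wells with enzyme plus substrate for no effect and substrate without enzyme for full effect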
Target sequence (P24666 whole entry, looked up): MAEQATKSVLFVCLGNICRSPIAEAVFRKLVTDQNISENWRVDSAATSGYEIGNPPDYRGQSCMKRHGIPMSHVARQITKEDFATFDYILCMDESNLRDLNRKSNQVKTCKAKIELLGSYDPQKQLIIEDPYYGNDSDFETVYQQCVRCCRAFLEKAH
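Buffer or medium: Bis-Tris pH 6.0, DTT, detergent; Assay system: LMPTP-A enzyme; Quantity: 0.625 nM enzyme; Detection: endpoint fluorescence intensity; Times: 50 min dark incubation at room temperature; Controls: substrate-only low control, DMSO enzyme-plus-substrate high control; Doses: single 20 µM dose; Read-out: percent inhibition versus substrate-only and uninhibited controls; Reagent: 400 µM OMFP.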
SUMO1-SIM PPI: SUMO1-SIM interaction modulation; inhibition, % at 20 µM; 360,000 compounds, 0.33% hits; SUMO1 binding to a labelled peptide, TR-FRET, 1 h; P63165; in the data active means inhibition above about 37%
SKN-1 block: inhibitors of C. elegans SKN-1; C. elegans VP596 Pgst-4::GFP/RFP ratio, acrylamide-induced, 24 h; inhibition, % at 21.8 µM; 360,000 compounds, 0.49% hits;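 active means interference check ratio from 0.5 to 1.5 plus GFP to RFP signal ratio inhibition reaching or exceeding a fixed threshold, cut at about 30% in these data, passing the limit was not always enough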; further: some compounds called inactive have numbers as strong as hits
DNMT1 block: blocks human DNA methyltransferase DNMT1; inhibition (reported as % activation of signal), % at 10 µM; DNMT1 molecular beacon, Hinp1I cleavage, fluorescence; P26358; 360,000 compounds, 0.83% hits; in the data active means inhibition above about 50%
Scp1 inh: Scp-1 (human) phosphatase inhibition. Recombinant Scp1, phosphopeptide, malachite green phosphate absorbance. 340,000 compounds, 0.88% hits. inhibition, % at 20 µM;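 active means inhibition above about 50% at 20 µM, limit read from the data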;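 further: plate controls were DMSO wells with enzyme for no effect and wells lacking enzyme for full effect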
Target sequence (Q9GZU7 76-261 limits assumed): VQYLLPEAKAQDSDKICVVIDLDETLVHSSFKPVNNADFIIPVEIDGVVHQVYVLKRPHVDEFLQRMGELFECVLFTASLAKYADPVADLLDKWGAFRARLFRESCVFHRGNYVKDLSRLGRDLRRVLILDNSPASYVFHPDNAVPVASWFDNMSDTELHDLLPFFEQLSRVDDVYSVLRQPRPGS
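System: SCP-1 catalytic domain; Reagent: Phospho 17-mer peptide substrate; Doses: one concentration, 20 µM, with 1.0% DMSO; Incubation: 45 min room-temperature reaction, 5 min colour, 30 min stabiliser; Signal: Phosphate-binding colour reagent, absorbance read at 630 nm.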
STEP inh: inhibitors of human striatal-enriched phosphatase STEP; P54829; recombinant STEP, OMFP fluorogenic substrate, fluorescence; 360,000 compounds, 0.25% hits; AID 588621; inhibition, % at 20 µM;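 active means inhibition at 20 µM, scaled per plate between control wells, above about 37%, limit read from the data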;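 further: 0% = DMSO with enzyme and substrate and 100% = substrate only without enzyme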
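Test system: STEP tyrosine phosphatase / Reagent: OMFP at 25 µM / Doses: 20 µM, 1% DMSO / Read-out: percent inhibition scaled to no-enzyme and uninhibited-enzyme controls, plate-pattern corrected / Detection: FITC-channel fluorescence of OMFP product / Medium: Bis-Tris buffer pH 6.0, 2.5 mM DTT, 0.005% Tween 20 / Schedule: 20 min at room temperature, dark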
Neddylation inh: blocks human cullin neddylation | P61081+Q13564 | TR-FRET cullin neddylation, biochemical | calls only at 25 µM | 360,000 compounds, 0.58% hits; in the data active means inhibition above about 36%
Target sequence (P61081 whole entry, looked up): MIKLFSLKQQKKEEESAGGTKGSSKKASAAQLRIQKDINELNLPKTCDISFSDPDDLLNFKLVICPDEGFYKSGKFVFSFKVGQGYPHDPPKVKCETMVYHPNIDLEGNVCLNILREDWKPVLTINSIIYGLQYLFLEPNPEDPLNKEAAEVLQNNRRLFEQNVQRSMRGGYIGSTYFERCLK
Target sequence (Q13564 whole entry, looked up): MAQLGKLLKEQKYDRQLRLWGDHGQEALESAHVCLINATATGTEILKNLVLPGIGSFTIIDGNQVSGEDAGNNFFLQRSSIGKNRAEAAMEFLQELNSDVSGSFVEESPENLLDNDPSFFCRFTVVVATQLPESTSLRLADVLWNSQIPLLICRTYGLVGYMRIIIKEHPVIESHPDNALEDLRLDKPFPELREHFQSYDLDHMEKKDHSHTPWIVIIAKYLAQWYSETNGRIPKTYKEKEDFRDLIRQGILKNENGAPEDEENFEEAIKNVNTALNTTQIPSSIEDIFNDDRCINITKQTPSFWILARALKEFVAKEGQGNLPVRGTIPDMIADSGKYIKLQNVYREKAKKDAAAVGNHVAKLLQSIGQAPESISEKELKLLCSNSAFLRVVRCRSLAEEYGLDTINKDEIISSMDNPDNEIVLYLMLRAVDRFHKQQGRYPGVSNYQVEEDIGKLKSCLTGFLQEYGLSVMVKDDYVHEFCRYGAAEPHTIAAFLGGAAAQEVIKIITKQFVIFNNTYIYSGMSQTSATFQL
NRP1-CendR mod: alters CendR peptide binding to human NRP-1. O14786. FAM-RPARPAR peptide binding to NRP-1, fluorescence polarization. inhibition, % at 25 µM. 360,000 compounds, 0.85% hits. AID 602438;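 active means inhibition or corrected inhibition above about 18%, plus a signal ratio from 0.5 to 1.5, limit read from the data, passing the limit was not always enough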; further: strong numbers were not always called active
NadD block: inhibitors of Staphylococcus aureus NadD | purified NadD enzyme, colorimetric absorbance read-out | inhibition, % at 20 µM | 360,000 compounds, 0.78% hits | AID 602399; in the data active means inhibition above about 26%; further: some compounds past the cut are filed as inactive
* hit, by the source's call; i = inactive; · = not tested or not shown.

LMPTP block,STEP inh,SKN-1 block,Neddylation inh,Scp1 inh,TbMetRS inhib,NadD block,DNMT1 block,NRP1-CendR mod,SUMO1-SIM PPI,molecule
0.2,1,6,i,-9,0.7,-4,0,-8,-1,Cc1ccc(O)c(NC(=O)c2noc3c2CCCCC3)c1
-1.0,-1,11,i,·,-0.3,-2,6,-9,-1,COCCCNC(=O)c1cccc2c(-c3ccnn3C)coc12
0.3,-2,-5,i,2,-1.3,0,2,-10,-4,COc1ccc(NC(=O)CN2CCC(NC(=O)C3CCCCC3)CC2)c([N+](=O)[O-])c1
0.4,0,23,i,4,0.4,0,-5,-5,1,CN1/C(=C/C(=O)C2CC2)C(C)(C)c2ccccc21
2.3,-1,6,i,·,-0.2,-7,15,-13,9,COc1ccc(-c2ccc(C(=O)Nc3ccc(NC(C)=O)cc3)c3occc23)c(C)c1
-0.7,-1,4,i,-2,0.2,3,1,9,-2,COc1cc(=O)[nH]c(SCC(=O)Nc2ccc3ccccc3c2)n1
-0.9,-2,3,i,-7,-0.5,1,9,5,1,CNC(=O)Nc1cc(C(F)(F)F)cc(C(F)(F)F)c1
3.6,9,4,i,64*,0.0,-7,81*,6,20,O=C(O)c1cc(O)c2c(c1)C(=O)c1cc(O)cc(O)c1C2=O
-0.9,0,-6,i,·,-0.4,-2,4,-2,0,CCNC(=O)C1(C)CCN(C(=O)c2ccc(C)c(F)c2)C1 (centres undefined)
6.7,-1,-7,i,-7,-0.4,8,0,6,8,O=C(Cn1ncc2c([nH]c3ccccc32)c1=O)NCCCN1CCN(c2ccccc2)CC1
-1.6,·,1,i,·,-0.7,·,·,-8,3,CCCCNC(=O)C(NC(=O)c1cnc(C)cn1)C(=O)c1ccccc1 (centres undefined)
2.1,-2,0,i,1,-0.2,15,-7,18,-8,O=C(c1cc(-c2cccs2)nc2ccccc12)N1CCN(S(=O)(=O)c2cccc(F)c2)CC1
0.3,1,1,i,9,-0.5,2,10,-11,4,C=CCC[C@@H](Cc1ccc(F)cc1)C(=O)OC[C@H](C)NC(=O)[C@@H](CC=C)CC(=O)N[C@@H](CO)Cc1ccccc1
-1.5,-1,14,i,-7,-0.4,1,-2,-2,3,O=C(NNCc1ccc(O)cc1)c1ccccc1Cl
-0.2,0,-2,i,-1,-0.4,1,1,10,2,CC(C)c1ccccc1OCC(=O)Nc1nnc(C2CC2)s1
1.2,-1,10,i,2,-0.4,0,4,2,-4,CN=C1c2ccccc2CN1c1cccc(C(=O)OC)c1
-0.5,1,-14,i,-9,0.0,-4,1,16,-2,CCC(CC)C(=O)NCCc1ccc(OC)cc1
4.8,-1,-1,i,3,-1.2,1,2,39*,-1,NC(=S)NNC(=S)Nc1ccccc1
3.4,-2,2,i,-23,0.0,-5,0,7,2,Cc1ccc2c(c1)C(SCC(=O)NCCc1ccccc1)CC1(CCCC1)O2 (centres undefined)
-0.2,0,1,i,-9,-0.9,0,4,-10,2,C=CCn1c(SCC(=O)C23CC4CC(CC(C4)C2)C3)nc(O)cc1=O

(more compounds)
LMPTP block,STEP inh,SKN-1 block,Neddylation inh,Scp1 inh,TbMetRS inhib,NadD block,DNMT1 block,NRP1-CendR mod,SUMO1-SIM PPI,molecule
-3.9,0,15,i,·,-0.2,-8,-5,-12,-2,COc1ccccc1C(NC(=O)C1CCN(CCOc2ccc(Cl)cc2)CC1)c1ccccn1 (centres undefined)
0.3,0,-3,i,-11,-0.3,-2,0,19,2,C=CCN(c1cccc(C(F)(F)F)c1)S(=O)(=O)c1cccc(C(=O)OCC(=O)NCCC)c1
0.7,4,7,i,-11,-0.8,-10,-4,-4,-25,Cn1c(N)c(C(=O)Nc2ccccc2F)sc1=S
0.8,13,16,i,1,1.1,4,6,-2,-2,COc1ccc(S(=O)(=O)N2CCCC2C(=O)Nc2nnc(-c3cccnc3)s2)cc1 (centres undefined)
0.6,-6,10,i,22,-1.1,5,4,16,0,COc1ccc(OC)c(C(C(=O)NC2CCCCC2)N(C(=O)c2snc(C(N)=O)c2N)c2ccccc2OC)c1 (centres undefined)
-0.5,0,4,·,-10,-0.4,1,7,7,6,N#CC1(NC(=O)COC(=O)c2ccc(-c3ccc(O)cc3)cc2)CCCCC1
-1.3,-2,11,i,1,-0.7,2,-2,1,-2,Cc1ccc(NC(=O)C(Nc2ccccc2)c2ccccc2)cc1 (centres undefined)
-0.3,-3,10,i,-4,0.1,-3,-2,2,2,c1ccc2[nH]c(CN3CCCCC3)nc2c1
-0.5,1,5,i,-2,-0.3,-5,-1,-4,-32,C/C(=N/NC(=O)c1ccco1)c1ccc(Br)s1
2.7,-1,-13,i,-7,-1.0,2,-1,2,2,CN(C)c1ncc(S(=O)(=O)c2ccc(Cl)cc2)c(-c2ccc(Cl)cc2Cl)n1
0.2,9,5,i,27,-0.3,2,22,-10,58*,COc1ccc(/C(C)=N/Nc2ccccc2Cl)c(O)c1
1.5,0,-2,i,-3,-0.1,-12,-3,5,1,CCc1ccc(OCC2c3cc(OC)c(OC)cc3CCN2C(=S)NCCOC)cc1 (centres undefined)
-0.1,-4,-12,i,-2,-1.0,-4,32,-4,2,COc1ccc(CSc2nncn2N)cc1Br
-1.5,-11,-3,i,-4,-0.6,-5,2,2,-4,CCc1nnc(NC(=O)CCC(=O)N2CCN(Cc3cc(F)ccc3OC)CC2)s1
1.1,-4,5,i,-5,-0.3,-5,2,-2,2,S=c1[nH]nc(COc2ccc(Cl)cc2)n1Cc1ccco1
-0.8,-1,5,i,-2,-0.9,1,0,11,-2,CC(=O)Nc1nnc(CCS(=O)(=O)c2ccc(C)cc2)s1
-2.7,-2,5,i,0,-1.5,0,2,11,9,CCCCOCCCNC(=O)c1ccc(NC(C)=O)cc1
-0.7,0,-2,i,12,-1.1,-1,1,1,-1,NC(=O)c1cccnc1Nc1cccc(F)c1
-0.9,-2,-12,i,-5,-0.5,5,1,-8,3,CCOC(=O)C1CCN(C(=O)CCNC(=O)Cn2ccc3ccccc3c2=O)CC1
-1.1,-1,3,i,2,0.0,-2,-4,-8,1,Cc1ccc2nc(NC(=O)[C@H](C)N3C(=O)C4CC=CCC4C3=O)sc2c1 (some centres undefined)

Following part.
LMPTP block,STEP inh,SKN-1 block,Neddylation inh,Scp1 inh,TbMetRS inhib,NadD block,DNMT1 block,NRP1-CendR mod,SUMO1-SIM PPI,molecule
-2.2,-4,-16,i,6,-0.3,9,5,-22,-2,CCCCN(C(=O)c1ccc(-c2ccc(Cl)cc2)o1)c1c(N)n(CCCC)c(=O)[nH]c1=O
-0.1,1,9,i,-3,0.0,-2,-2,-3,-1,O=C(CSc1nc2ccccc2[nH]1)NC1CCCc2ccccc21 (centres undefined)
0.9,0,1,i,-8,-0.9,0,-3,0,12,COc1ccc(-c2nc(CSCC(=O)N3CCN(C(=O)c4ccco4)CC3)c(C)o2)cc1OC
0.7,0,10,i,9,-0.3,-2,-11,-14,-13,COc1cc(C(CCN2CCOCC2)c2c(OC)cc(OC)c3c(-c4ccccc4)cc(=O)oc23)cc(OC)c1OC (centres undefined)
2.9,1,-1,i,-4,1.0,0,-2,7,-7,C=CCOc1ccccc1/C=N/NC(=O)Cc1ccc(C)cc1
-6.9,-1,9,i,-8,0.0,1,1,5,0,CCCc1nnc(SCC(=O)Nc2cccc(Cl)c2Cl)o1
-1.1,-2,17,i,-11,-0.5,-3,1,-1,-1,O=C(CN(C(=O)CCC(=O)Nc1nccs1)C1CCCC1)NCc1ccc2c(c1)OCO2
-0.7,-1,7,i,-6,-0.3,-3,0,12,5,CCOC(=O)[C@H]1[C@H]2COc3ccc(Cl)cc3[C@@H]2N2C(=O)CNC(=O)[C@@]12C
-1.5,0,1,i,-4,0.3,1,0,-4,-3,O=C(Nc1cc(S(=O)(=O)N2CCCC2)ccc1OCC(F)(F)F)c1ccc(F)cc1
-2.8,-4,16,i,-5,0.9,1,-3,14,-1,COc1ccccc1NC(=O)N1CCN(C)CC1
4.6,3,2,i,·,-1.2,4,11,-17,-7,Cc1ccc(Cc2c(-c3ccccc3)nc3ccc(Br)cn23)cc1
-1.9,1,5,i,-4,-0.3,5,4,-3,-4,Cc1c(C(=O)NCCCN2CCCC2=O)oc2ccccc12
-0.8,-1,9,i,-9,0.0,1,2,13,-16,CCn1c(=O)n(CC)c2cc([N+](=O)[O-])ccc21
0.5,-2,5,i,-19,-0.2,-9,-3,9,-1,O=C(NCc1ccco1)C1CCCN1C(=O)Nc1ccc(Cl)cc1 (centres undefined)
2.0,6,3,i,-16,0.5,5,-18,1,0,CCc1ccc(N(CC(=O)Nc2sc3c(c2C(=O)OC)CCCC3)S(C)(=O)=O)cc1
0.8,-2,12,i,-7,-0.7,7,0,0,-1,CS(=O)(=O)N1CCCC(C(=O)Nc2ccccc2C(F)(F)F)C1 (centres undefined)
-0.4,0,11,i,·,-0.4,-2,1,-5,-10,COc1ccc(CN(C)CCCn2ccc(NC(=O)OCc3ccccc3)nc2=O)cc1OC
9.0,4,14,i,·,0.4,5,-8,-6,9,CCc1nc2c(OCc3cc(Cl)cc(Cl)c3)cccn2c1N(C)C(=O)c1cccc(OC)c1
2.8,1,0,i,-4,-0.8,-3,-8,-24,4,COc1cc(-c2ccc(NC(=O)CN3CCC(C)CC3)c(OC)c2)ccc1NC(=O)CN1CCC(C)CC1
-0.8,-1,-3,i,·,-0.1,-2,1,1,-10,CC(=O)NC(c1cccc(F)c1)c1nc(-c2cnn(C)c2)cs1 (centres undefined)

A second format for 2 compounds above.
Fields: LMPTP block, STEP inh, SKN-1 block, Neddylation inh, Scp1 inh, TbMetRS inhib, NadD block, DNMT1 block, NRP1-CendR mod, SUMO1-SIM PPI
COc1cc(C(CCN2CCOCC2)c2c(OC)cc(OC)c3c(-c4ccccc4)cc(=O)oc23)cc(OC)c1OC (centres undefined)
 : 0.7, 0, 10, i, 9, -0.3, -2, -11, -14, -13
CS(=O)(=O)N1CCCC(C(=O)Nc2ccccc2C(F)(F)F)C1 (centres undefined)
 : 0.8, -2, 12, i, -7, -0.7, 7, 0, 0, -1

(next part)
LMPTP block,STEP inh,SKN-1 block,Neddylation inh,Scp1 inh,TbMetRS inhib,NadD block,DNMT1 block,NRP1-CendR mod,SUMO1-SIM PPI,molecule
-0.8,-2,-9,i,-16,-0.7,4,-3,-3,-2,COc1ccc(/C=C/C(=O)NC(=S)NNC(=O)c2cccs2)cc1OC
-1.1,-3,1,i,-5,0.1,-3,0,0,-1,COC(=O)CNC(=O)c1cn(CC(C)C)c(=O)c2cc(OC)c(OC)cc12
0.1,-2,3,i,0,-0.4,-8,-1,6,7,COc1cccc(OCc2cc(C(=O)N3CCN(C4CCCC4)CC3)no2)c1
0.0,-3,1,i,-5,-0.4,-6,0,6,-20,CC(=O)c1ccc(Cc2ncc(C(F)(F)F)cc2Cl)s1

Outcome played no part in choosing rows; any-hit rate near 4.6%.
